High-throughput results: PubChem BioAssay, National Center for Advancing Translational Sciences (NCATS)
RGS4 inh: blocks human RGS4-accelerated GTP hydrolysis; P49798; Transcreener GDP fluorescence polarization, RGS4-accelerated GTP hydrolysis; Potency, µM (doses to about 114 µM), inactives show at the highest dose activity change, negative = inhibition, usual class: inhibitors; 390,000 tested, 0.039% active; AID 504845; also: potency is read from the fitted curve at half-maximal effect; % is scaled to controls: 0 for no effect and ±100 for the full control effect; nearly all actives have a fitted effect of over 75% in size; some results filed as inactive show a strong effect at the top dose
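MLSMR compounds (23 nl, pin-transferred) preincubated 10 min at room temperature with a 500nM (2x) first reagent, then RGS4 at 900nM (2x) plus Transcreener GDP mix added; fluorescence polarization (620/688 nm) read before and after 90 min at 30 °C.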
ALOX12 inh: ALOX12 (human) lipoxygenase inhibition; purified 12hLO, xylenol orange hydroperoxide absorbance; Potency, µM (highest dose often 108 µM), inactives show at the highest dose activity change, negative = inhibition, usual class: inhibitors; 580,000 tested, 1.1% active; AID 1671190; also: potency is read from the fitted curve at half-maximal effect; % is scaled to controls: 0 for no effect and ±100 for the full control effect
Target sequence (P18054 whole entry, looked up): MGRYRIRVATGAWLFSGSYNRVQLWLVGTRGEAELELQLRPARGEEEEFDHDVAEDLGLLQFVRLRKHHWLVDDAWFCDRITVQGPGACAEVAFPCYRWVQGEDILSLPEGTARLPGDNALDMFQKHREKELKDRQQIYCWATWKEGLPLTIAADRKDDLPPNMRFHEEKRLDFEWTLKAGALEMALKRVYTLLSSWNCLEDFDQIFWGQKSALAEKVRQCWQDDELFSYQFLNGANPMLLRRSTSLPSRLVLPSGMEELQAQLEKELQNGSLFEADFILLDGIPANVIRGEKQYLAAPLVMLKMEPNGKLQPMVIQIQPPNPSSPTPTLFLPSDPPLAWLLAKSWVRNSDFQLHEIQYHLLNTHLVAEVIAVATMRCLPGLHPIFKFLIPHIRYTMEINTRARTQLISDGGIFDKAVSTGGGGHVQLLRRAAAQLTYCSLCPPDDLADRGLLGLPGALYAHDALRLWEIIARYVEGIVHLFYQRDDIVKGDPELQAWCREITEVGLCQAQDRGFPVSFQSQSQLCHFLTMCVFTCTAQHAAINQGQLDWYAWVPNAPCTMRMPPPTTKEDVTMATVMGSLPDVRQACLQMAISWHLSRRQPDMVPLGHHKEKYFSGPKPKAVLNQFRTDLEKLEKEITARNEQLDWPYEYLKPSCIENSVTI
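Purified human 12hLO at 150 nM in 25 mM Hepes, 0.01% Triton X-100, pH 7.0, preincubated 15 min at room temperature with compound. Reaction started with 40 uM arachidonic acid, 30 min at room temperature. Hydroperoxide measured by Fe-xylenol orange, 573/405 nm absorbance ratio.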
POLB inh: blocks human DNA polymerase beta activity | P06746 | Pol beta primer extension/strand displacement, fluorescence kinetic | Potency, µM (highest dose often 114 µM), for the others: at the highest dose activity change, negative = inhibition, hits mostly inhibitors | 340,000 tested, 1.3% active; also: potency is read from the fitted curve at half-maximal effect; % is scaled to controls: 0 for no effect and ±100 for the full control effect
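Values derive from four-parameter Hill fits of normalized kinetic data: reads at 0 and 10 min following addition of 50 nM substrate to 10 nM Pol beta preincubated 15 min with compound.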
LDHA inh: blocks human lactate dehydrogenase A; AID 1347041; 480,000 tested, 0.15% active; activity change, % (values are at about 110 or 230 µM); purified LDHA, NADH/diaphorase-resazurin fluorescence; stronger effect = lower value; in the data active = activity change below about -30%; inconclusive = mostly about -25% to -30%;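 also: plate controls were DMSO wells for no effect and wells without enzyme for full effect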
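Enzyme activity of human lactate dehydrogenase 5 (2 nM; 0.06 mM NADH, 0.2 mM pyruvate, 5 min, RT) is measured via a resazurin/diaphorase fluorescence readout of residual NADH.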
Anesthetic bind: candidate novel general anesthetic via apoferritin binding. 350,000 tested, 0.074% active. Potency, µM (series often up to 77.5 µM), for inactives: at the highest dose activity change, negative = displacement, most hits filed as inhibitors. AID 485281. apoferritin/1-aminoanthracene competitive binding, fluorescence; also: potency is read from the fitted curve at half-maximal effect; % is scaled to controls: 0 for no effect and ±100 for the full control effect; nearly all actives have a fitted effect of over 20% in size
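In PBS, apoferritin at 10 uM is loaded with 1-AMA from a 50% saturated solution. After 10 min of compound exposure at ambient temperature, reduced 535 nm fluorescence indicates probe displacement.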
POLK inh: inhibitors of human DNA polymerase kappa; purified Pol kappa, fluorescent DNA synthesis assay, 10 min; Potency, µM (titrated, usually from 107 µM), inactives show at the top dose activity, negative = inhibition, actives largely listed as inhibitors; 400,000 tested, 0.53% active; AID 588579; also: potency is read from the fitted curve at half-maximal effect; % is scaled to controls: 0 for no effect and ±100 for the full control effect
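10 nM Pol kappa was preincubated with compounds for 15 min at room temperature. Reaction started with 50 nM (final) substrate. Fluorescence read kinetically at 0 and 10 min.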
Pol eta inh: DNA polymerase eta (human) inhibition; Q9Y253; 390,000 tested, 1.2% active; recombinant Pol eta, fluorescent DNA replication assay; Potency, µM (doses to about 114 µM), for inactives: at the highest dose activity change, negative = inhibition, actives largely listed as inhibitors; also: potency is read from the fitted curve at half-maximal effect; % is scaled to controls: 0 for no effect and ±100 for the full control effect
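Pol eta at 10 nM preincubated with compounds 15 min at room temperature; reaction started with fluorescent substrate (50 nM final) and read kinetically at 0 and 10 min.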
APEX1 inh: APE1 (human) endonuclease inhibition; Potency, µM (series often up to 65.8 µM), for inactives: at the top dose activity change, negative = inhibition, usual class: inhibitors; P27695; 350,000 tested, 0.35% active; recombinant APE1, TAMRA/BHQ-2 abasic DNA cleavage fluorescence;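 also: potency is read from the fitted curve at half-maximal effect; plate controls were vehicle for no effect and reference inhibitor for full effect; nearly all actives have a fitted effect of over 55% in size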
Target sequence (P27695 whole entry, looked up): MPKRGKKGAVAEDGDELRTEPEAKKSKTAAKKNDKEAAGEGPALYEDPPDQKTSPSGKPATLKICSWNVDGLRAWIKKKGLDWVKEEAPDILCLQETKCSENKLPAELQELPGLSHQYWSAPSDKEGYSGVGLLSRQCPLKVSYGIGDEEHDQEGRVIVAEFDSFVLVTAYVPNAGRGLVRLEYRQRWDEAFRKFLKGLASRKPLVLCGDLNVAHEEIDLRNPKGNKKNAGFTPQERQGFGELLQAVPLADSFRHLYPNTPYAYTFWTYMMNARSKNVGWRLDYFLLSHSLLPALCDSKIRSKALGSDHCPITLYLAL
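Substrate: short duplex with […] THF abasic site, 5'-TAMRA and 3'-BHQ-2, 50 nM final. APE1 at 0.75 nM, preincubated 15 min RT with compound. Fluorescence increase from first to third read measured activity.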
ERG Ets-DNA blk: ERG Ets/DNA interaction inhibition | P11308 | fluorescence polarization, His-ERG Ets domain / labelled DNA | Potency, µM (doses to about 76.9 µM), for the others: top-dose FP activity, negative = inhibition, usual class: inhibitors | 370,000 tested, 0.028% active | AID 624246; active = well fitted inhibition curve with a large enough effect in the polarisation, with a control signal flat; inconclusive = small, poorly fitted or top-dose-only effect, or effect the other way, or a change in a side signal; inactive = no such curve, though single readings can be large or run the other way; the % refers to the polarisation;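 also: polarization taken with two DNA probes labelled with fluorescein and Texas red; potency is read from the fitted curve at half-maximal effect; % of control where 0% means no effect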
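His-tagged ERG Ets domain (1 uM in the protein solution; 300mM KCl, 50mM Tris-HCl, 1mM EDTA, 1mM DTT, pH 7.5) received compound, then a probe mix of 5 nM fluorescein-DNA and 100nM Texas-615-DNA. Fluorescence polarization was read for both dyes.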
Numbers without * were called inactive; ? = inconclusive; nt = no result given; & = joins results of further samples; [ ] = another dose, or the depositor's remark. Unless noted, calls follow the shape of the dose curve; as a rule, active = well fitted curve in the direction sought with a large enough effect; inconclusive = small, poorly fitted or top-dose-only effect, or another doubt; inactive = no such curve, though single readings can be large; an effect the other way counts as inactive or inconclusive. Only part of the results is shown; the hit share may differ from the screen's.

SMILES | RGS4 inh | ALOX12 inh | POLB inh | LDHA inh | Anesthetic bind | POLK inh | Pol eta inh | APEX1 inh | ERG Ets-DNA blk
COc1cc(-c2nc3n(n2)C(c2ccncc2)C(C(N)=O)=C(C)N3)cc(OC)c1OC (centres undefined) | 3% | 28% | 37% | -1 | -8% | -10% | 3% | -2% | 6%
Cc1ccc(S(=O)(=O)N2CCN(C(=O)CNC(=O)c3sc4ccccc4c3Cl)CC2)cc1 | 22% | ? | nt | -4 | nt | -16% | -2% | 2% | 7%
O=C(Nc1ccccc1C(F)(F)F)C1CC(=O)N(c2ccccc2F)C1 (centres undefined) | -5% | 21% | 28% | -3 | 9% | -5% | -1% | -9% | -5%
COc1ccc(/C=C(/NC(=O)/C=C/c2ccccc2)C(=O)O)cc1 | -9% | -4% | 8% | -6 | -1% | -5% | -16% | 1% | -5%
O=C(Nc1nc2n(n1)C(c1ccc(F)cc1)C=C(c1ccccc1)N2)c1ccco1 (centres undefined) | -4% | -14% | 1% | -7 | -16% | -3% | -16% | nt | 0%
CC(C)NC(=O)c1cccc2c1-c1ccccc1C2=O | -11% | -2% | -30% | -11 | 1% | -11% | -16% | 7% | -9%
COc1ccc2c(c1)-c1c(ssc1=S)C(C)(C)N2 | -32% | ? | 2% | 1 | -10% | -10% | -12% | -8% | nt
NNC(=O)c1csc(Cc2c(Cl)sc3ccc(Cl)cc23)n1 | -14% | 0% | ? | -3 | -19% | -3% | -16% | 1% | 6%
c1ccc(-c2cn3cccnc3n2)cc1 | -15% | 5% | 1% | -7 | 86%[activator] | 0% | 0% | 4% | nt
O=C(CSc1nc2ccccc2c(=O)n1Cc1ccco1)c1ccc(F)cc1 | -31% | 3% | -1% | 2 | ? | -7% | -13% | 9% | -5%
C=CCn1c(CSc2nc3ccccc3s2)n[nH]c1=S | -21% | ? | 19% | -8 | ? | -2% | -23% | 4% | -8%
N=C1CCC(=N)c2c1c(O)c1ccccc1c2O | ? | nt | 40µM* | 39 | 10% | 22µM* | 13µM* | ? | ?
CCOC(=O)c1cc(NC(=O)c2ccccc2)c(=O)n2c1oc1ccccc12 | -1% | -6% | 86% | 2 | -7% | -20% | 1% | 4% | 15%
Cc1nn(Cc2c(F)c(F)c(F)c(F)c2F)c(C)c1NC(=O)c1ccc(COc2ccc(F)cc2)o1 | 24% | 8% | -20% | 5 | 0% | -12% | -24% | -4% | 1%
COc1ccccc1N1CCN(C(=O)c2ccc(Cn3c(=S)[nH]c4cc5c(cc4c3=O)OCO5)cc2)CC1 | 12% | 1% | 3% | -3 | -5% | -12% | -24% | 7% | -5%
CCC(=O)N1CCc2cc(Br)cc(S(=O)(=O)N3CCCC(C(=O)NCc4ccc(C)cc4)C3)c21 (centres undefined) | -7% | -21% | ? | 3 | -8% | -5% | -14% | nt | -2%
C[C@]12CC[C@H](O)CC1=CCC1C2CC[C@@]2(C)C1CC[C@@H]2NC(=O)[C@@H](N)CO (some centres undefined) | -6% | 1% | nt | -3 | nt | -12% | -6% | nt | 0%
O=C(Nc1ccc(S(=O)(=O)Nc2ncccn2)cc1)c1ccccc1NS(=O)(=O)c1ccc(F)cc1 | -21% | -4% | 3% | -19 | -6% | -21% | -14% | ? | -9%
COc1cccc(NC(=O)Nc2cccnc2)c1 | -16% | -2% | -14% | 0 | -2% | 9% | -8% | -8% | 6%
N#Cc1ccsc1NC(=O)CSc1nnc(-c2ccccc2)o1 | -15% | -15% | ? | -8 | -12% | -30% | ? | -1% | -1%
CCOc1ccc2ncc(S(=O)(=O)c3ccccc3)c(N3CCC4(CC3)OCCO4)c2c1 | nt | -3% | 2% | nt | -13% | nt | nt | -2% | nt
COc1ccc(CCn2c(=O)c3cccnc3n(CC(=O)Nc3ccc(C)cc3C)c2=O)cc1OC | 33% | -24% | 36% | -1 | -7% | 14% | -12% | nt | 3%
COc1cc2ccccc2cc1C(=O)Nc1nc(C)c(C(C)=O)s1 | 0% | nt | 17% | -7 | 3% | 0% | -12% | 7% | 1%
CC(C)Cc1nc2oc3c(=O)[nH]cnc3c2c2c1CCCC2 | 0% | -26% | 1% | -3 | -3% | -1% | -12% | -1% | 2%
CN(C(=O)c1c[nH]c(=O)cc1C(F)(F)F)c1ccc(Cl)cc1 | -9% | 4% | 17% | -2 | 8% | -3% | -3% | 0% | 6%
SMILES | RGS4 inh | ALOX12 inh | POLB inh | LDHA inh | Anesthetic bind | POLK inh | Pol eta inh | APEX1 inh | ERG Ets-DNA blk
CC(=O)N1c2ccc(S(=O)(=O)NCC3CCC(C(=O)NCc4ccccc4)CC3)cc2CC1C (centres undefined) | -10%[56.9 µM] | 30% | 16% | 1 | -19% | 8% | -17% | 77%[activator] | -7%
COc1ccc(-c2cc(C(F)(F)F)nc(S(C)(=O)=O)n2)cc1 | -51%&-43% | ? | 0%&-12% | -9&-5 | -8%&-8% | -22%&-15% | -18%&-13% | -4% | 0%&-2%
CC(=O)N(Cc1cccnc1)c1nc2c(C)c(C)ccc2s1 | 0% | ? | 7% | -3 | -4% | -8%[60.1 µM] | -12% | nt | 2%
Cc1ccc2nc(-c3ccc(NC(=S)NCC(C)(C)CN(C)C)cc3)sc2c1 | -15% | 12% | nt | -2 | nt | 6% | -18% | nt | 3%
Oc1oc(-c2ccc(Br)cc2)nc1C=Nc1ccc(Br)cn1 | 10% | ? | 0% | -2 | -8% | -6% | -2% | 0% | 1%
CCN(CC(=O)NCc1cccs1)CC(=O)Nc1c(Cl)ccc(C)c1Cl | -17% | 35%[activator] | nt | -1 | nt | -2% | -5% | 13% | 6%
CCN(C(=O)COC(=O)c1c(NC(C)=O)sc(C)c1C)c1c(N)n(Cc2ccccc2)c(=O)[nH]c1=O | -21% | 13% | nt | -1 | nt | -1% | ? | nt | 6%
O=C(Nc1ncccc1O)c1ccc(S(=O)(=O)N2CCCC2)cc1 | 0% | 11% | nt | 1 | nt | -4% | -15% | 15% | ?
CC(=O)N1C(=O)c2cccc3cccc(c23)C(=O)N1C(C)=O | -11% | nt | -2% | -4 | -9% | 0% | -11% | -2% | -4%
Cc1cc(C(=O)COC(=O)CNC(=O)c2ccccc2)c(C)n1CC1CCCO1 (centres undefined) | 9% | -6% | 6% | -4 | -6% | -6% | -12% | 15% | 3%
COc1ccc(O)c(CNc2ccccc2F)c1 | 30% | -17% | 5% | 0 | ? | 1% | -11% | -8% | -11%
CN(C(=O)COC(=O)c1cc(NS(=O)(=O)c2cc([N+](=O)[O-])ccc2Cl)ccc1O)C1CCCCC1 | -7% | ? | -3% | 4 | ? | -20% | -24% | -6% | 0%
C=C1CCN([C@H](C(=O)NCc2ccc(Cl)c(Cl)c2)C(C)C)S(=O)(=O)c2ccccc21 | -1% | -8% | -4% | 5 | 3% | 6% | -10% | -6% | 14%
CCCCNC(=O)CSc1nnc(Cc2ccc(Cl)c(Cl)c2)c(=O)[nH]1 | -3% | ? | -10% | -4 | -7% | 89µM* | 12% | 28% | 10%
CCOc1cc(/C=C2/C(=N)N3OC(C)=CC3=NC2=O)ccc1OCCOc1ccccc1 | 27% | 1% | 14% | -10 | -9% | -3% | 1% | -2% | 7%
COCCCNC(=O)c1c(N)n(/N=C/c2cccnc2)c2nc3ccccc3nc12 | -52% | -10% | 11% | 2 | -10% | -4% | ? | -3% | -9%
O=C(OC(C(=O)NCc1ccc2c(c1)OCO2)c1ccncc1)c1ccc(Cl)nc1 (centres undefined) | -46% | ? | 45% | -4 | -13% | 5% | -20% | 0% | -2%
CCN1CCN(C(=O)c2ccc(OCC(=O)Nc3ccc(F)cc3)c(OC)c2)CC1 | -10% | 6% | -8% | 5 | -2% | 4% | -14% | -1% | -9%
NC(=O)c1oc2ccccc2c1NC(=O)c1ccco1 | 12% | ? | 27% | -4 | 3% | 3% | 4% | 5% | -1%
Cc1cc(C)c(C#N)c(SCc2nnc(-c3ccccc3[N+](=O)[O-])o2)n1 | -23% | -1% | 31% | -6 | -6% | -1% | -18% | 12% | -2%
CC(NC(=O)c1ccco1)c1nc(-c2ccccc2)no1 (centres undefined) | 14%&7% | -2%&0% | 22%&-2% | -8&-7 | -4%&4% | 2%&-5% | -4%&-14% | 49%[activator][12.4 µM] | 13%&0%
CC1(C)CC(=O)CC(C)(C)N1OC(=O)c1ccccn1 | -11% | 0% | -20% | -7 | -12% | -5% | -16% | 1% | -2%
COc1cc(C(=O)Oc2ccccc2/C=N/NC(=O)c2ccc(Cl)cc2)cc(OC)c1OC | -13% | 18% | 23% | -2 | -10% | 0% | -14% | -10% | 3%
Cc1ccc(C(=O)NC2CCN(CC(=O)NC3CCC(C)CC3)CC2)cc1 (centres undefined) | -36% | 1% | 25% | -14 | -3% | -9% | -12% | -6% | -8%
O=C(Cc1ccccc1)N(c1ccccc1)c1ccccc1 | 5% | 1% | nt | 0 | nt | -1% | -27% | nt | 2%

Shown with tabs: part of the list above
canonical_smiles	RGS4 inh	ALOX12 inh	POLB inh	LDHA inh	Anesthetic bind	POLK inh	Pol eta inh	APEX1 inh	ERG Ets-DNA blk
CCN(CC(=O)NCc1cccs1)CC(=O)Nc1c(Cl)ccc(C)c1Cl	-17%	35%[activator]	nt	-1	nt	-2%	-5%	13%	6%
CC(C)Cc1nc2oc3c(=O)[nH]cnc3c2c2c1CCCC2	0%	-26%	1%	-3	-3%	-1%	-12%	-1%	2%
